# Source: PubChem
# APJ antagonist: antagonists of human apelin receptor APJ, primary screen, CHO-K1 cells, beta-arrestin complementation, luminescence; P35414; inhibition, % at 20 µM; 330,000 tested, 0.32% active; AID 2521, 2010;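 active = inhibition above about 40% at 20 µM, limit read from the data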;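 note: cells challenged with 10 nM apelin-13 agonist together with compound; plate controls were apelin-13 plus DMSO wells for no effect and DMSO wells lacking apelin-13 for full effect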
# EBI2 antag: EBI2 receptor antagonists, beta-arrestin recruitment, primary screen, cell-based, luminescence, 7a,25-OHC stimulation, uHTS | G-protein coupled receptor 183 (Homo sapiens), P32249 | AID 651636, 2012 | 7a,25-OHC stimulated | 360,000 tested, 0.81% active | inhibition, % at 5 µM; in the data active = inhibition above about 38%;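 note: enzyme fragment complementation signal reports receptor beta-arrestin coupling in cells; 0% = agonist plus DMSO wells and 100% = wells without agonist; some results beyond the cut were filed as inactive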
# Target sequence (P32249 whole entry, looked up, the tested form may be a part): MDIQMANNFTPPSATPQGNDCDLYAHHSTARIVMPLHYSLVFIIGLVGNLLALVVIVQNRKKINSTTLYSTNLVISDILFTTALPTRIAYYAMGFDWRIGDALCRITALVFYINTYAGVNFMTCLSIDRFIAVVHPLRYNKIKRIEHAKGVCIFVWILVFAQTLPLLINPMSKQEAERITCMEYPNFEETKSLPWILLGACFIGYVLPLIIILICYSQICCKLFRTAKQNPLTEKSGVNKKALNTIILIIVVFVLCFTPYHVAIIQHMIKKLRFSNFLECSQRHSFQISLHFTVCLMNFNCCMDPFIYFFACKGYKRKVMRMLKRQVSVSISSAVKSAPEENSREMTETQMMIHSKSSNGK
# CCR6 antagonist: CCR6 receptor antagonists, primary screen, cell-based, CHO-K1, luminescence, beta-arrestin, uHTS; C-C chemokine receptor type 6 (Homo sapiens), P51684; CHO-K1 CCR6 PathHunter beta-arrestin, CCL20-stimulated; inhibition, % at 20 µM; 340,000 tested, 0.49% active;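 active = compounds whose inhibition of the agonist-driven luminescence signal at 20 µM reaches about 50%, limit read from the data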;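 note: cells stimulated with CCL20 at 14 nM final; plate controls were DMSO with CCL20 for no effect and DMSO without agonist for full effect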
# Target sequence (P51684 whole entry, looked up): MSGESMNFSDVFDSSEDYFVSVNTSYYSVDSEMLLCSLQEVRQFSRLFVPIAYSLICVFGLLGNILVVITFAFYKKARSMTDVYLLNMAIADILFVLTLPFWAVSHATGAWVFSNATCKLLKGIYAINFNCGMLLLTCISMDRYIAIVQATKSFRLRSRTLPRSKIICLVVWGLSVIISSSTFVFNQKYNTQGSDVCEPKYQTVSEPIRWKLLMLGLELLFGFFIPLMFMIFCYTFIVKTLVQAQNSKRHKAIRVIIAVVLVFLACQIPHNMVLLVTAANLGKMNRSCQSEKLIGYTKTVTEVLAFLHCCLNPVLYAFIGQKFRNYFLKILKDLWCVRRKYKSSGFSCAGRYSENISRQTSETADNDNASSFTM
# 697 NFkB inh: inhibitors of PMA/ionomycin-induced NF-kB reporter, 697 cells, primary screen, B-cell NF-kB inhibitor project, cell-based, luminescence, uHTS | 697 B-cell NF-kB luciferase reporter, 16 h | inhibition, % at 4 µM | 330,000 tested, 0.33% active | AID 435022, 2010; in the data active = inhibition above about 35%
# Jurkat NFkB inh: inhibitors of induced NF-kB luciferase reporter, primary screen, TCR NF-kB activation inhibitor project, cell-based, luminescence, uHTS. Jurkat, PMA/ionomycin-induced NF-kB luciferase reporter. inhibition, % at 4 µM. 330,000 tested, 0.53% active. AID 435003, 2010; in the data active = inhibition above about 50%
# UBC13 polyUb: UBC13 polyubiquitin chain formation inhibitors, primary screen, biochemical, TR-FRET, uHTS; 330,000 tested, 0.47% active; AID 485273, 2010; inhibition, % at 20 µM; Ubiquitin-conjugating enzyme E2 N (Homo sapiens), P61088; in the data active = inhibition above about 45%, passing the limit was not always enough
# Target sequence (P61088 whole entry, looked up): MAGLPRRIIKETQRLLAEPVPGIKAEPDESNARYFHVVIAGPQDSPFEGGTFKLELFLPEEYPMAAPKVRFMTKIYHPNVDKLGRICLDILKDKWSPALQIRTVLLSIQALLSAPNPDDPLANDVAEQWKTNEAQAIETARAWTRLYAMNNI
# CXCR6 block: CXCR6 receptor inhibitors, primary screen, cell-based, beta-arrestin, luminescence, CHO-K1 PathHunter, 1536-well | C-X-C chemokine receptor type 6 (Homo sapiens), O00574 | inhibition, % at 20 µM | 360,000 tested, 0.36% active | AID 602244, 2012; in the data active = inhibition above about 34%, passing the limit was not always enough;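 note: antagonist mode with CXCL16 agonist at 10 nM final; 0% = 10 nM CXCL16 with DMSO and 100% = unstimulated wells without agonist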
# Gli-Sufu block: Gli-Sufu pathway antagonists, primary screen, luciferase luminescence, Sufu-KO-LIGHT cells, uHTS; Sufu-KO-LIGHT fibroblasts, Gli luciferase reporter luminescence; 340,000 tested, 0.74% active; inhibition, % at 5 µM;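 active = inhibition above about 55%, limit read from the data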;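 note: 0% = DMSO-treated cells and 100% = wells with medium but no cells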
# * = called active by the depositor; . = not tested or not shown.
# The opening 16 records, ahead of the listing:
SMILES,APJ antagonist,EBI2 antag,CCR6 antagonist,697 NFkB inh,Jurkat NFkB inh,UBC13 polyUb,CXCR6 block,Gli-Sufu block
CCOC(=O)C1=C(C)NC(C)=C(C(=O)OCC)C1C(=O)OCC(=O)N(C)C,4,-4,8,7,9,11,6,2
O=C(Nc1ccccc1)C1=C[C@H](C2CCCCC2)C[C@H](OCCCCO)O1,-19,-1,7,-39,-54,1,-8,62*
O=C1c2ccccc2NC(c2ccccc2)N1Cc1ccco1 (centres undefined),11,-7,-4,12,12,22,-12,5
CCOC(=O)C1=C(C)NC(C)=C(C(=O)OCC)C1c1ccc(C)o1,-26,-3,16,-6,1,-9,5,59*
CC(C)(C)OC(=O)C[C@H]1C/C=C\C[C@@H](CC(=O)NCCO)C(=O)NCCOC1=O,12,3,-7,-8,6,3,-3,31
CN(C)c1ccc(CNC(=O)c2ccc(CNc3c(N4CCCCC4)c(=O)c3=O)cc2)cc1,-68,-3,6,-1,10,1,4,6
COCCCNc1nc(N)c([N+](=O)[O-])c(Nc2ccccc2OC)n1,2,4,15,-56,26,2,3,-14
CCOc1ccc(Cl)cc1S(=O)(=O)N1CCC(C(=O)NC2CC2)CC1,3,-4,4,26,3,3,6,1
CC(=O)Nc1ccc(C(=O)OCC(=O)Nc2ccc([N+](=O)[O-])cc2C(F)(F)F)cc1,-14,-11,-1,11,0,2,-7,7
CC(C)(C)N(Cc1nc(-c2ccccc2)no1)C(=O)c1ccc2c(c1)OCO2,-5,-9,17,3,3,-5,15,4
Cc1noc(NS(=O)(=O)c2ccc(N/C=C\C(=O)c3ccccc3)cc2)c1C,5,-3,9,1,-21,-5,8,-1
Nc1cc2c(cc1Br)-c1ccc(F)cc1C2O (centres undefined),.,-1,0,.,.,.,4,-30
O=C(Oc1ccc(Cl)cc1)c1ccc(N2CCOCC2)c([N+](=O)[O-])c1,8,-2,-3,4,6,4,-2,-5
Cc1ccc(C(=O)CC(C(=O)O)n2ccc(C)n2)cc1 (centres undefined),15,-6,-3,-10,5,-4,-5,-7
COc1c(C)cc(C(=O)C2CCCN(C(=O)CCc3scnc3C)C2)cc1C (centres undefined),-7,3,8,-13,5,14,-1,5
CCCCN1CNC(=S)N(Cc2ccccc2)C1,4,-4,5,-7,15,10,-4,36

# This part in full (from the top)
SMILES,APJ antagonist,EBI2 antag,CCR6 antagonist,697 NFkB inh,Jurkat NFkB inh,UBC13 polyUb,CXCR6 block,Gli-Sufu block
CCOC(=O)C1=C(C)NC(C)=C(C(=O)OCC)C1C(=O)OCC(=O)N(C)C,4,-4,8,7,9,11,6,2
O=C(Nc1ccccc1)C1=C[C@H](C2CCCCC2)C[C@H](OCCCCO)O1,-19,-1,7,-39,-54,1,-8,62*
O=C1c2ccccc2NC(c2ccccc2)N1Cc1ccco1 (centres undefined),11,-7,-4,12,12,22,-12,5
CCOC(=O)C1=C(C)NC(C)=C(C(=O)OCC)C1c1ccc(C)o1,-26,-3,16,-6,1,-9,5,59*
CC(C)(C)OC(=O)C[C@H]1C/C=C\C[C@@H](CC(=O)NCCO)C(=O)NCCOC1=O,12,3,-7,-8,6,3,-3,31
CN(C)c1ccc(CNC(=O)c2ccc(CNc3c(N4CCCCC4)c(=O)c3=O)cc2)cc1,-68,-3,6,-1,10,1,4,6
COCCCNc1nc(N)c([N+](=O)[O-])c(Nc2ccccc2OC)n1,2,4,15,-56,26,2,3,-14
CCOc1ccc(Cl)cc1S(=O)(=O)N1CCC(C(=O)NC2CC2)CC1,3,-4,4,26,3,3,6,1
CC(=O)Nc1ccc(C(=O)OCC(=O)Nc2ccc([N+](=O)[O-])cc2C(F)(F)F)cc1,-14,-11,-1,11,0,2,-7,7
CC(C)(C)N(Cc1nc(-c2ccccc2)no1)C(=O)c1ccc2c(c1)OCO2,-5,-9,17,3,3,-5,15,4
Cc1noc(NS(=O)(=O)c2ccc(N/C=C\C(=O)c3ccccc3)cc2)c1C,5,-3,9,1,-21,-5,8,-1
Nc1cc2c(cc1Br)-c1ccc(F)cc1C2O (centres undefined),.,-1,0,.,.,.,4,-30
O=C(Oc1ccc(Cl)cc1)c1ccc(N2CCOCC2)c([N+](=O)[O-])c1,8,-2,-3,4,6,4,-2,-5
Cc1ccc(C(=O)CC(C(=O)O)n2ccc(C)n2)cc1 (centres undefined),15,-6,-3,-10,5,-4,-5,-7
COc1c(C)cc(C(=O)C2CCCN(C(=O)CCc3scnc3C)C2)cc1C (centres undefined),-7,3,8,-13,5,14,-1,5
CCCCN1CNC(=S)N(Cc2ccccc2)C1,4,-4,5,-7,15,10,-4,36
Cc1cc(C)n2nc(C(=O)OCC(=O)c3ccccc3)nc2n1,2,0,-12,-3,-5,41,7,12
CCOc1cc(NC(=O)c2ccccc2C)c(OCC)cc1NC(=O)C1=Cc2ccccc2OC1,14,29,17,17,21,7,-1,5
CC(=O)Nc1ccc(-c2ccccc2)s1,-26,-8,-14,-60,-12,-12,3,-7
O=C(COC(=O)Cc1ccccc1F)NCCc1ccccc1,0,-6,8,8,-2,3,1,-3
CC(=O)Nc1ccc(NC(=O)C2C3CCC(C3)C2C(=O)O)cc1 (centres undefined),-38,-7,5,14,-13,0,-3,9
Cc1ccc2nc(-c3ccccc3O)c(Nc3ccc4c(c3)OCCO4)n2c1,33,4,15,-69,26,-3,6,13
CS(=O)(=O)N(Cc1ccc(C(=O)NCc2ccco2)cc1)c1ccccc1,4,-5,17,-4,7,-4,4,-3
COC(=O)c1ccc(N/N=C/c2cc([N+](=O)[O-])cc(OC)c2O)cc1,59*,13,57*,10,-15,-55,42*,-10
CC1CCCN(c2ccc([N+](=O)[O-])s2)C1 (centres undefined),.,7,3,.,.,.,1,-10

# Following part:
SMILES,APJ antagonist,EBI2 antag,CCR6 antagonist,697 NFkB inh,Jurkat NFkB inh,UBC13 polyUb,CXCR6 block,Gli-Sufu block
C=C(C)C(O)CC/C(C)=C/Cc1c(O)ccc(C(=O)/C=C/c2ccc(O)cc2)c1O (centres undefined),-3,29,29,-24,15,-8,14,12
O=C(COC(=O)CCc1ccccc1)NNC(=O)c1ccccc1,-5,0,-5,-7,-7,-10,-2,-23
O=C(c1ccc([N+](=O)[O-])cc1)N1CCN(Cc2ccccc2)CC1,2,16,8,15,1,-7,-2,-3
Cc1csc(NC(=O)C2C3C=CC(O3)C2C(=O)O)n1 (centres undefined),2,0,-8,7,-6,6,-7,-1
ClCc1csc(-c2ccccc2Cl)n1,0,1,5,-5,1,-5,-6,-2
C=CCn1c(C)nnc1SCC(=O)Nc1ccccc1C(=O)NC1CC1,-5,6,9,4,6,6,-3,-4
COCCNC(=O)c1ccc2c(c1)C(=O)c1ccccc1-2,7,12,-2,11,5,-10,6,-2
COc1ccc(NC(=O)CCN2C(=O)[C@@H]3[C@H](C2=O)[C@H]2C=C[C@@H]3C2)cc1,-9,18,3,7,2,7,-4,-2
COc1ccc(-c2cc(C(F)(F)F)nc(N3CCOCC3)n2)cc1OC,-7,17,3,7,-10,23,-12,7
CC(C)COP(=O)(OCC(C)C)C(O)c1ccc2c(c1)OCO2 (centres undefined),3,9,-3,4,-1,4,5,-1
Cc1ccc(C2CCN(C(=S)NC(C)C)C2)cc1 (centres undefined),2,-4,4,-14,-6,7,-3,-35
CCOc1ccc(N(CC(=O)Nc2ccc(C)cc2)S(=O)(=O)c2c(C)noc2C)cc1,4,15,13,12,15,3,-2,8
CC1(C)CC(=O)/C(=C\c2cccc([N+](=O)[O-])c2)C(C)(C)N1,-7,-24,17,21,-15,-9,20,-9
CCOc1ccccc1N1CCN(C(=O)CN2C(=O)NC3(CCCC3)C2=O)CC1,-11,4,-6,3,12,-1,5,2
Cc1cccc(NC(=O)CSc2nnc(CCC(=O)Nc3ccc(C)c(Cl)c3)n2C)c1,-10,0,13,-9,-23,9,2,-8
CCn1ncc(/C=N/N=C2\CCC3C4CCc5cc(O)ccc5C4CCC23C)c1C (centres undefined),-25,-1,15,-16,13,-22,-15,0
Cc1ccc2nc3n(c2c1)CCCN3,-3,-4,10,6,7,2,-1,7
Cc1ccc(-n2ncc3c(NNC(=O)c4ccco4)ncnc32)cc1C,-6,-6,2,-10,-10,2,-10,-17
Cn1nccc1C(=O)N1CCC(Cc2ccccc2)CC1,-3,6,11,7,11,4,-4,1
O=C(N/N=C/c1ccc(F)c(F)c1)c1cccc(S(=O)(=O)N2CCCCC2)c1,-12,-5,13,-15,-9,-13,-5,3
O=C(CSc1nnc(SCc2ccc(F)cc2)s1)Nc1ccc(C(=O)O)cc1,-8,-1,1,8,0,-7,-3,-3
COCCn1c(SCc2nc3cc(OC)c(OC)cc3c(=O)[nH]2)nnc1-c1ccncc1,2,-13,0,30,10,-4,-5,-6
CC(C)(C)c1ccc(CN2C3=NCCCN3c3ccccc32)cc1,-6,-4,9,-53,27,14,0,69*
CCCC[C@@H]1CNC(=S)N1CCC12CC3CC(CC(C3)C1)C2,23,-3,26,-5,1,12,13,6
O=C(N/N=C/c1cccc([N+](=O)[O-])c1)c1cc2c(ccc3ccccc32)o1,-22,-4,10,17,19,-10,-10,9

# The results go on:
SMILES,APJ antagonist,EBI2 antag,CCR6 antagonist,697 NFkB inh,Jurkat NFkB inh,UBC13 polyUb,CXCR6 block,Gli-Sufu block
CN(C(=O)CSc1ncnc2sccc12)c1c(N)n(Cc2ccccc2)c(=O)[nH]c1=O,-14,0,4,14,5,7,1,1
Cc1ccc(C2=N/C(=C\c3ccc(F)cc3)C(=O)N2)cc1,5,13,-3,-55,-33,20,-2,-1
CC1Cc2ccccc2N1C(=O)CSc1nncs1 (centres undefined),-2,-4,-8,-30,-15,-6,5,-5
O=C(Nc1ccc(Cl)c(Cl)c1)C1=Cc2ccccc2OC1,-1,-3,7,-61,-95,-12,1,2
Oc1ccccc1Nc1nc(NCc2ccccc2)c2ccccc2n1,-2,-19,-4,-23,3,50*,-3,32
CCOC(=O)c1ccc(-c2cc(C)no2)[nH]1,4,0,10,5,-6,7,-5,-4
CCOC(=O)c1cc(-c2ccccc2)nc2c1c(C)nn2-c1ccccn1,18,6,10,3,29,62*,13,23
O=C(CCNC(=O)c1ccccc1Cl)Nc1nc(-c2ccccc2Cl)cs1,0,14,16,-32,-25,-4,-8,23
Cc1c(/C=N/NC(=O)CNc2ccccc2)c2ccccn2c1C(=O)c1ccccc1,2,31,15,-6,8,-26,14,35
CCCCn1c(SCC(=O)N2CCC(C)CC2)nc2cc(S(N)(=O)=O)ccc21,15,1,18,-4,-29,-1,8,-2
O=C1OC(Nc2ccccn2)c2ccccc21 (centres undefined),8,-6,5,-8,15,-11,5,5
S=C(NCCc1ccccc1)Nc1ccccc1,-1,-14,8,-23,-37,-2,1,-26
Cc1cccn2c(=O)c3cc(C#N)c(=O)n(-c4c(C)n(C)n(-c5ccccc5)c4=O)c3nc12,7,-7,0,-5,-4,-7,8,8
O=[N+]([O-])c1cc2c(cc1/C=N/Nc1nc(Nc3ccccc3)nc(N3CCCCC3)n1)OCO2,9,6,12,-62,-41,-18,3,-18
